Dyrk1A ADPGlo = inhibitors of rat Dyrk1A kinase; Q63470; ADP-Glo luminescence, NFATc1 peptide; inhibition, % at 12.5 µM; 310,000 tested, 0.43% active; AID 504441; in the data active = inhibition above about 50%;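 also: plate controls were vehicle with enzyme for no effect and no enzyme for full effect; many of its hits are not listed in these tables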
KCNK3 block = human KCNK3 channel inhibition, primary screen; B-score at 10 µM; AID 602410; O14649; 340,000 tested, 0.84% active; CHO-KCNK3 thallium flux, FluxOR fluorescence; active compounds read low;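 active = B-score under library mean minus 4 SD, starting fluorescence ratio at most library mean plus 5 SD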;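 also: more negative B-score means stronger inhibition of thallium flux through KCNK3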
Target sequence (O14649 whole entry, looked up): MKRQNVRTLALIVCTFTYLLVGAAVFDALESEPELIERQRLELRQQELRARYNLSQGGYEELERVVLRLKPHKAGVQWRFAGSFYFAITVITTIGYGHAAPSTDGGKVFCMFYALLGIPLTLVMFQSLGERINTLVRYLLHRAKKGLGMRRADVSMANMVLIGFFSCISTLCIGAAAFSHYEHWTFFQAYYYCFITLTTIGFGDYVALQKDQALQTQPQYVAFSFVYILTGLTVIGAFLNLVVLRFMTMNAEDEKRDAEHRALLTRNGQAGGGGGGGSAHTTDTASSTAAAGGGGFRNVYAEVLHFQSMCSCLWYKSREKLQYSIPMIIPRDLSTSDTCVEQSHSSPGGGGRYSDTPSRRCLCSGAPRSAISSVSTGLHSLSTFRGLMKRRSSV
* hit, by the source's call; i = inactive. This is a subset; count on the stated rates, not on these rows.

| SMILES | KCNK3 block | Dyrk1A ADPGlo |
| --- | --- | --- |
| Cc1nc(NC2=NCN(Cc3cccnc3)CN2)nc2ccccc12 | i | 2 |
| COc1ccc(S(=O)(=O)N2CCN(CC(=O)NC(Cc3ccccc3)C(C)=O)CC2)cc1 (stereo not drawn) | i | -5 |
| COc1ccccc1NCCC(=O)OCC(=O)Nc1ccccc1Cl | i | -1 |
| COc1ccc(S(=O)(=O)N2CCN(c3cnccn3)CC2)cc1OC | i | -2 |
| CNS(=O)(=O)c1cccc(C(=O)OCCCC(=O)c2ccccc2)c1 | i | 2 |
| c1ccc2c(CCc3ccncc3)cccc2c1 | i | 6 |
| C[C@H](CO)N1C[C@H](C)[C@@H](CN(C)Cc2ccncc2)Oc2c(cccc2N(C)C)C1=O | i | -1 |
| CCc1cccc(NC(=O)CSCc2nc3sc(C)c(C)c3c(=O)[nH]2)c1 | i | 6 |
| O=[N+]([O-])c1ccc(Cc2ccc([N+](=O)[O-])cc2)cc1 | i | -3 |
| O=S1(=O)N=C(c2ccccc2)C=C(c2ccccc2)N1 | i | 1 |
| COc1ccccc1N(CC(=O)Nc1cc(C)on1)S(=O)(=O)c1cccc(C(F)(F)F)c1 | i | -3 |
| CCN(C(=O)COC(=O)COc1ccc(Cl)c(C)c1)C1CCS(=O)(=O)C1 (stereo not drawn) | i | -4 |
| O=C(c1ccco1)[C@@H]1[C@@H]2C(=O)N(c3ccc(Br)cc3)C(=O)[C@@H]2C2c3ccccc3C=CN21 (stereo partly drawn) | i | 14 |
| COc1cc(NC(=O)COC(=O)c2cc(S(=O)(=O)N3CCOCC3)ccc2F)cc(OC)c1 | i | -2 |
| CCC(C)Nc1nnc(SCC(=O)c2c(N)n(C3CC3)c(=O)[nH]c2=O)s1 (stereo not drawn) | i | -3 |
| CSCCC(NC(=O)c1ccccc1Br)C(=O)NNC(=O)C1COc2ccccc2O1 (stereo not drawn) | i | 5 |
| Cc1c(CCNC=O)cc(C)c2c3c(oc12)CCCC3 | i | 0 |
| COc1ccc(OCc2nnc(SCC(=O)Nc3cccc(C(C)=O)c3)o2)cc1 | i | 7 |
| CC(C)(C)CNC(=O)c1cccc2c1C(=O)c1ccc(N3CCCC3)cc1S2(=O)=O | i | 3 |
| O=C(O)CCC(=O)OCCc1cc2ccccc2c(=O)o1 | i | 3 |
| C/C=C/C1=CC(=O)C[C@H](c2ccc(Cl)cc2)C1 | i | 3 |
| CCCCN1CC(=O)N2[C@H]3c4cc(Cl)ccc4OC[C@@H]3[C@H](c3ccccc3)[C@]2(C)C1=O | i | -1 |
| CN(c1ccc(OCC(=O)Nc2ccccc2C(=O)O)cc1)S(=O)(=O)c1ccc(Cl)cc1 | i | -2 |
| O=C(Nc1cccc(Cl)c1)C1CCCN(C2=NS(=O)(=O)c3ccccc32)C1 (stereo not drawn) | i | 7 |
| N#Cc1cc([N+](=O)[O-])ccc1NC(=O)COC(=O)c1cnccn1 | i | -4 |
| Cc1ccc(C(=O)OCC(=O)Nc2ccccc2C(F)(F)F)cc1S(=O)(=O)N1CCCCC1 | i | -1 |
| C/C(CC(=O)NC1CCCC1)=N\NC(=O)C1CCCCC1 | i | 0 |
| COc1ccc(-n2c(=O)cc(N3CCN(c4ccccc4F)CC3)[nH]c2=O)cc1 | i | -1 |
| CC(Oc1cccnc1[N+](=O)[O-])C(=O)N1CCc2ccccc21 (stereo not drawn) | i | -1 |
| O=C(COc1cc(Cl)ccc1Cl)Nc1nnc(CC(=O)N2CCOCC2)s1 | i | 12 |
| CN(Cc1ccccc1F)C(=O)CN1CCN(S(=O)(=O)c2ccc3c(c2)OCCCO3)CC1 | i | 10 |
| CN(CC(=O)NCC1CCCCC1)CC(=O)Nc1ccc(F)cc1 | i | 0 |
| Cc1ccnc2nc(C(=O)OCC(=O)Nc3ccc4c(c3)OCCO4)nn12 | i | -1 |
| Cc1ccc(S(=O)(=O)N2CC(O)C[C@H]2C(=O)OCC(=O)Nc2ccc(N3CCOCC3)cc2)cc1C (stereo partly drawn) | i | 0 |
| COc1ccc(-c2cc3ccccc3cn2)cc1 | i | 2 |
| COc1cccc(NC(=O)CN(c2ccccc2OC)S(=O)(=O)c2cccs2)c1 | i | 7 |
| Cc1ccc(NC(=O)Cn2c(O)c(N=NC(=O)c3cc4ccccc4cc3O)c3ccccc32)cc1 | i | 15 |
| CCN(C[C@H]1N[C@@](CC)(C(=O)OC)[C@H]2C(=O)N(C)C(=O)[C@@H]12)S(=O)(=O)c1ccc(C(C)(C)C)cc1 | i | -5 |
| CCOC(=O)Oc1c(OC)cc(C(=O)O[C@@H]2C[C@@H]3CN4CCc5c([nH]c6cc(OC)ccc56)[C@H]4C[C@@H]3[C@H](C(=O)OC)[C@H]2OC)cc1OC | i | 4 |
| COCc1ccc(-c2c(-c3ccsc3)oc(=O)c3cc(OC)c(OC)cc23)cc1 | i | -5 |
| C#CCOCCOCCOCCNc1nc(N2CCN(C(=O)[C@H](CCCCN)n3cc([C@@H](N)CC(N)=O)nn3)CC2)nc(N2CCN(C(=O)[C@H](CCCCN)n3cc([C@@H](N)CC(N)=O)nn3)CC2)n1 | i | 17 |
| CCCCCCC(NC(=O)Cc1ccc2ccccc2c1)C(=O)O (stereo not drawn) | i | -4 |
| Cc1nnc(SCC(=O)NNC(=O)c2ccccc2)n1Cc1ccccc1 | i | 7 |
| Cc1c(C(=O)N/N=C/c2ccc(O)c(Br)c2)sc(N)c1C#N | i | 15 |
| COC(=O)[C@]1(Cc2ccccc2)N[C@H](CN(C)C(=O)COc2ccccc2)[C@@H]2C(=O)N(C)C(=O)[C@@H]21 | i | -3 |

Given with values ahead of the structure: 4 of the compounds above
KCNK3 block | Dyrk1A ADPGlo | canonical_smiles
i | 4 | CCOC(=O)Oc1c(OC)cc(C(=O)O[C@@H]2C[C@@H]3CN4CCc5c([nH]c6cc(OC)ccc56)[C@H]4C[C@@H]3[C@H](C(=O)OC)[C@H]2OC)cc1OC
i | -5 | COCc1ccc(-c2c(-c3ccsc3)oc(=O)c3cc(OC)c(OC)cc23)cc1
i | 17 | C#CCOCCOCCOCCNc1nc(N2CCN(C(=O)[C@H](CCCCN)n3cc([C@@H](N)CC(N)=O)nn3)CC2)nc(N2CCN(C(=O)[C@H](CCCCN)n3cc([C@@H](N)CC(N)=O)nn3)CC2)n1
i | -4 | CCCCCCC(NC(=O)Cc1ccc2ccccc2c1)C(=O)O (stereo not drawn)

(cont.)
| SMILES | KCNK3 block | Dyrk1A ADPGlo |
| --- | --- | --- |
| CN(C(=O)c1ccc(NC(=O)Cc2cccc([N+](=O)[O-])c2)cc1)C1CC1 | i | 0 |
| Cc1cnc(NC(=O)C2CC(=O)N(c3ccc4c(c3)OCCO4)C2)s1 (stereo not drawn) | i | -2 |
| O=C(NCCCN1CCCC1=O)C1CCN(S(=O)(=O)c2ccc(Cl)cc2)CC1 | i | 4 |
| Nc1nc(SCc2ccccc2)cc(SCc2ccccc2)n1 | i | -4 |
| CCOc1cc(/C=C(\C(=O)O)c2ccc(S(=O)(=O)N3CCCC3)s2)ccc1OC | i | 4 |
| CCC1SC(CC)C(=O)N(CC(=O)NC2CCCCC2)C1=O (stereo not drawn) | i | -1 |
| O=C(CC(NC(=O)c1ccccc1)c1ccccc1)NCc1ccccc1 (stereo not drawn) | i | -3 |
| O=C1OCC2=C1C(c1ccc3c(c1)OCO3)c1cc3c(cc1O2)OCO3 (stereo not drawn) | i | 1 |
| C[C@@H]1C(c2cccc(Cl)c2)=NN(c2ccccc2)[C@H]1C(=O)N1CCOC1=O | i | 1 |
| Cc1ccc(C)c(S(=O)(=O)NC2CCSC2=O)c1 (stereo not drawn) | i | 0 |
| O=C(CNC(=O)c1ccccc1)NCC(c1ccco1)N1CCCC1 (stereo not drawn) | i | -9 |
| Nc1cc(S(=O)(=O)O)cc2ccc(S(=O)(=O)O)cc12 | i | 3 |
| COc1ccc(C(CCN2CCOCC2)c2c(OC)cc(OC)c3ccc(=O)oc23)cc1 (stereo not drawn) | i | -2 |
| CC1(C)N=C(c2ccccc2)C(c2ccccc2)=N1 | i | 0 |
| CN(CC(=O)Nc1ccc(F)c(F)c1F)C(=O)C1CC(=O)N(C2CCCC2)C1 (stereo not drawn) | i | 6 |

Four entries from above, with each value named.
Structure: Nc1cc(S(=O)(=O)O)cc2ccc(S(=O)(=O)O)cc12
  KCNK3 block: i
  Dyrk1A ADPGlo: 3

Structure: COc1ccc(C(CCN2CCOCC2)c2c(OC)cc(OC)c3ccc(=O)oc23)cc1 (stereo not drawn)
  KCNK3 block: i
  Dyrk1A ADPGlo: -2

Structure: CC1(C)N=C(c2ccccc2)C(c2ccccc2)=N1
  KCNK3 block: i
  Dyrk1A ADPGlo: 0

Structure: CN(CC(=O)Nc1ccc(F)c(F)c1F)C(=O)C1CC(=O)N(C2CCCC2)C1 (stereo not drawn)
  KCNK3 block: i
  Dyrk1A ADPGlo: 6

The results go on:
| SMILES | KCNK3 block | Dyrk1A ADPGlo |
| --- | --- | --- |
| O=C(O)c1cccc2c1Cc1cc([N+](=O)[O-])ccc1-2 | i | 28 |
| Cc1cccc(C)c1NC(=O)C1CCCN(CCCc2ccccc2)C1 (stereo not drawn) | i | 1 |
| CC1CC(=O)Nc2ccccc2N1C(=O)Cn1cnc2ccccc2c1=O (stereo not drawn) | i | -6 |
| N#CCCCc1cc2cc(F)ccc2cn1 | i | 2 |
| NC(=O)c1cc([N+](=O)[O-])ccc1Nc1ccccc1 | i | 10 |
| O=C(c1ccccc1)c1ccc2ccccc2c1 | i | 5 |
| Cc1ccc(C(=O)c2c3ccccc3[n+]([O-])n2CCC(=O)O)cc1 | i | 5 |
| COc1cc2c(cc1OC)[C@@H](NC(=O)c1ccc(C(F)(F)F)cc1)[C@H](OCc1ccccc1)C2 | i | 0 |
| CN(CC(=O)OCC(=O)NC1CCCC1)S(=O)(=O)c1ccc(Cl)cc1 | i | -3 |
| O=C1CCC/C=C\C[C@H](CC(=O)N(CCO)Cc2ccccc2)C(=O)N2CCC[C@@H]2CO1 | i | -3 |
| CC(=O)Nc1ccc(C(=O)COC(=O)Cc2ccsc2)c(F)c1 | i | 3 |
| NC(=O)NC(CC(=O)NNC(=O)c1ccccn1)c1ccc(Cl)cc1 (stereo not drawn) | i | -2 |
| C#CCOCCOCCOCCNc1nc(N2CCN(C(=O)CCCCCCCCCCNC(=O)[C@H]([C@@H](C)CC)n3cc(CCCCCN)nn3)CC2)nc(N2CCN(C(=O)CCCCCCCCCCNC(=O)[C@H](CO)n3cc(CCCCCN)nn3)CC2)n1 | i | 55* |
| O=C(NCCNCc1ccccc1)c1ccco1 | i | 2 |
| O=C(C=Cc1ccccc1)c1cc(Br)ccc1O | i | -4 |
| Cn1cnc(C(=O)N2CCN(c3ccccc3)CC2)c1C(=O)N1CCN(c2ccccc2)CC1 | i | 5 |
| O=C(COC(=O)/C=C/c1cccc(Cl)c1)Nc1cccc(S(=O)(=O)NC2=NCCC2)c1 | i | 5 |
| Cn1c(/C(C#N)=C/c2ccc(-c3ccc(S(N)(=O)=O)cc3)o2)nc2ccccc21 | i | 5 |
| N#Cc1ccc(Oc2ccc(C#N)c(C#N)c2)cc1C#N | i | -1 |
| CC[C@@]1(C(=O)OC)N[C@H](CN(C)C(=O)NC(C)C)[C@@H]2C(=O)N(C)C(=O)[C@@H]21 | i | 0 |
| Cc1cccc(C)c1NC(=O)CN1C(=O)C2CC=CCC2C1=O (stereo not drawn) | i | 0 |
| O=C(c1ccccc1)c1ccc(O)c(O)c1O | i | 7 |
| O=C(COC(=O)c1ccccc1Br)NCC1CCCO1 (stereo not drawn) | i | 0 |
| CCN(CC)CC(O)c1ccc2ccc3ccc(O)cc3c2c1 (stereo not drawn) | i | 28 |
| O=C(OCCOc1ccccc1)c1cccc(S(=O)(=O)N2CCOCC2)c1 | i | -4 |
| CCCOc1ccc(Cn2cnc3ccccc32)cc1 | i | -3 |
| c1ccc(CCc2ccccn2)cc1 | i | 0 |
| COc1cccc(-c2ccc3ncnc(NCc4ccc5c(c4)OCO5)c3c2)c1 | i | -2 |
| CSCCC(NC(=O)c1ccccc1Br)C(=O)N1CCN(C/C=C/c2ccccc2)CC1 (stereo not drawn) | i | -1 |
| CCCn1c(SCC(=O)Nc2cc(C(=O)O)ccc2C)nc2sc3c(c2c1=O)CCC3 | i | 0 |
| O=C(COc1ccc(S(=O)(=O)N2CCOCC2)cc1)N1CCOCC1 | i | -1 |
| CCN(CC)S(=O)(=O)c1ccc(C(=O)NNC(=O)C2COc3ccccc3O2)cc1 (stereo not drawn) | i | -1 |
| CN(Cc1ccccc1)CC(O)CN(C)Cc1ccccc1 | i | 1 |
| CC(NS(=O)(=O)c1ccc(Br)cc1)C(=O)Nc1nc2ccccc2[nH]1 (stereo not drawn) | i | -2 |
| COc1ccccc1CC(=O)OC(C)C(=O)Nc1ccc(S(=O)(=O)N2CCCCC2)cc1 (stereo not drawn) | i | 5 |
| CC(C)C[C@H]1CNC(=S)N1CC1CCCN1C[C@H](CC(C)C)N1C[C@H](CC(C)C)N(CC2CCCCCC2)C1=S (stereo partly drawn) | i | -3 |
| CC(C)CN1CC(C)C(=O)N(c2ccccc2)C1=O (stereo not drawn) | i | -7 |
| COc1cccc(CN(C)C(=O)CSCC(=O)Nc2cccc(C)c2)c1OC | i | 1 |
| CN(Cc1ccco1)c1ncnc2ccc(-c3ccccc3Cl)cc12 | i | 15 |
| COc1ccc([C@@H]2CC=C(C(=O)O)CN2S(=O)(=O)c2ccc(Cl)cc2)cc1 | i | -1 |
| O=C1ON=C(c2ccccc2)/C1=C/c1ccc(OS(=O)(=O)c2ccccc2)cc1 | i | -9 |
| CCOC(=O)c1c(C)[nH]c(C(=O)CN(C)CC(=O)Nc2ccccc2C(F)(F)F)c1C | -8.8* | -3 |
| [O-][N+](=Cc1ccccc1)c1ccc(Cl)cc1 | i | -5 |
| C#CCN1C(C)=CC(=O)[C@@H](O)[C@H]1c1ccccc1Br | i | 2 |
| O=C(COc1ccc(Br)cc1Cl)NNC(=O)c1ccccc1 | i | -5 |
| CCOC(=O)c1c(C)[nH]c(C(=O)Nc2cc(OCC)c(N3CCOCC3)cc2OCC)c1C | i | 7 |
| Cc1ccc(C(=O)NNCC(=O)Nc2ccc(Cl)cc2F)cc1 | i | 4 |

Screening data from PubChem.
